GAA glycogen – qHTS Assay for Inhibitors and Activators of Human alpha-Glucosidase Cleavage of Glycogen; Lysosomal alpha-glucosidase (Homo sapiens), P10253; recombinant GAA, glycogen substrate, Amplex Red glucose oxidase fluorescence; Potency, µM (highest dose often 76.4 µM), without a hit: at the top dose activity change, negative = inhibition, actives largely listed as inhibitors; actives 0.38% (n = 300,000);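 note: 0% = full enzyme reaction and -100% = no-enzyme basal signal; the screen sought inhibitors and activators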
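Recombinant enzyme (4 nM final) with compounds titrated up to 77 uM and bovine liver glycogen (30 ug) in citrate pH 5.0, 0.01% Tween-20, 37 C 40 min. Released glucose detected by Amplex Red/glucose oxidase (Ex 573/Em 610); AC50 from Hill fits.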
SMN2 splice enh – qHTS Assay for Enhancers of SMN2 Splice Variant Expression. actives 2.8% (n = 210,000). Potency, µM (top dose mostly 46.1 µM), inactives show at the highest dose activity change, positive = activation, most hits filed as activators. HEK293 SMN2-luciferase splicing reporter, luminescence, 30-36 h; note: % of control where 0% means no effect; nearly all actives have a fitted effect of over 55% in size
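HEK293 cells carry an SMN2 […]–luciferase reporter in which exon 7 inclusion puts luciferase in frame. Cells were plated 10-12 h before compound addition, then incubated 30-36 h at 37C. ONE-Glo luminescence was read; sodium butyrate at 4.5 mM final served as control.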
* marks the source's active call; other numbers are inactive results; ? = inconclusive; & = joins results of further samples; [ ] = dose if it differs, or a comment. Calls come from the whole dose curve; as a rule, active = well fitted curve in the direction sought with a large enough effect; inconclusive = small, poorly fitted or top-dose-only effect, or another doubt; inactive = no such curve, though single readings can be large; an effect the other way counts as inactive or inconclusive. Potency is the fitted concentration of half-maximal effect. Only part of the results is shown. The share of hits here may be higher or lower than overall.

SMILES | GAA glycogen | SMN2 splice enh
Cc1ccc(CNC(=O)c2sc3nc(-c4ccc(F)cc4)ccc3c2N)cc1 | -19%[76.3 µM] | 5%
COc1ccc(OCCn2cc(C(=O)C3CCCCC3)c3ccccc32)cc1 | -14%[76.3 µM] | -18%
CCOc1ccc2nc(SCC(=O)Nc3ccc(F)cc3)nc(-c3ccccc3)c2c1 | -3%[76.3 µM] | 12%
COc1ccc(-c2cc(=O)oc3c4c(ccc23)OCN(Cc2cccc(OC)c2)C4)cc1 | 9%[76.3 µM] | -4%
COc1cc(Br)cc2cc(S(=O)(=O)c3ccccc3)c(=O)oc12 | 17%[76.3 µM] | 4%
CCc1nc2nc(C)cc(Nc3ccc(OC)cc3)n2n1 | 10%[76.3 µM] | -1%
CCOc1cc(CNC(=O)Cn2ncn3c(cc4cc(F)ccc43)c2=O)cc(OCC)c1OCC | 14%[76.3 µM] | 2%
CCn1cc2nc(SCC(=O)Nc3cccc(Cl)c3C)n(Cc3ccc(Cl)cc3)c(=O)c2n1 | 11%[76.3 µM] | 7%
CCOc1ccc(C2c3c(-c4ccc(C)cc4)n[nH]c3C(=O)N2c2ccc(Cl)cc2)cc1 (configuration not stated) | 8%[76.3 µM] | -9%
Cc1cc2c(cc3c(=O)n(CC(=O)NCc4ccccc4Br)ncn32)s1 | -12%[76.3 µM] | -3%
Cc1ccc(S(=O)(=O)N2CCC(C(=O)Nc3ccc(Oc4ccccc4)cc3)CC2)cc1 | 12%[76.3 µM] | -10%
CCc1ccc2c(c1)NC(c1ccc(C)cc1)=NC(c1cccs1)=N2 | -2%[76.3 µM] | 11%
COc1ccc(CNC(=O)Cn2ncc3c(=O)oc4ccc(C)cc4c32)c(OC)c1 | -8%[76.3 µM] | -13%
Cc1cc(C)c2oc(C(=O)Nc3ccc(S(=O)(=O)Nc4nccc(C)n4)cc3)cc(=O)c2c1 | 15%[76.3 µM] | 13%
CC1=C(C(=O)N2CCN(c3cccc(C)c3C)CC2)C2(CCCCC2)OC1=O | -9%[76.3 µM] | -5%
O=C1CN(C(=O)c2ccc(S(=O)(=O)N3CCCC3)cc2)C(c2ccccc2)c2cc(F)ccc2N1 (configuration not stated) | 5%[76.3 µM] | 7%
CCCSc1ncc(Cl)c(C(=O)NCc2ccc(OC)cc2)n1 | 8%[76.3 µM] | -20%
COc1ccc(N(CC(=O)NC(C)c2ccccc2)S(=O)(=O)c2c(C)noc2C)cc1 (configuration not stated) | 19%[76.3 µM] | -7%
CCC(C)NC(=O)CSc1nc(-c2ccc(F)cc2)cc(C(F)(F)F)n1 (configuration not stated) | 6%[76.3 µM] | 2%
Cc1ccc(C)c(N2CCN(c3nc4ccccc4c(=O)n3-c3ccccc3)CC2)c1 | -8%[76.3 µM] | 0%
COc1ccc(N2CCN(Cc3nc4c(c(=O)[nH]c(=O)n4C)n3Cc3ccc(Cl)cc3)CC2)cc1 | -9%[76.3 µM] | 0%
COC(=O)c1cc(Cl)ccc1NC(=O)CSc1ncc(S(=O)(=O)c2ccc(Br)cc2)c(=O)[nH]1 | 1%[76.3 µM] | 1%
CCOc1ccc(Cn2nnc3c(=O)[nH]c(C4CCN(C(=O)c5ccccc5)CC4)nc32)cc1 | 11%[76.3 µM] | -1%
COC(=O)c1ccccc1NC(=O)Cn1c(=O)n(CCCC(=O)NCCc2ccc(OC)c(OC)c2)c(=O)c2ccccc21 | -10%[76.3 µM] | 0%
COc1ccc(CCNC(=O)CN2C(=O)COc3ccc(S(=O)(=O)N4CCCCCC4)cc32)cc1OC | -2%[76.3 µM] | 12%
CC(C)c1ccc(C2=NC(c3ccncc3)=Nc3ccc(F)cc3N2)cc1 | -3%[76.3 µM] | -9%
O=C(Cn1ncc2c3ccccc3n(Cc3ccccc3)c2c1=O)Nc1ccccc1C(F)(F)F | -3%[76.3 µM] | -7%
O=C(Cn1c(=O)nc(-c2ccccc2)c2cc(Cl)ccc21)NCCc1ccc(Cl)cc1 | 12%[76.3 µM] | 7%
COc1ccc(NC(=O)CSc2ncc(-c3ccc(Cl)cc3)[nH]2)cc1OC | -11%[76.3 µM] | -19%
c1ccc(-c2cc(-c3ccccc3)c3c(n2)-c2ccccc2OC3)cc1 | 10%[76.3 µM] | -4%

Reprinted at random: 4 entries already listed, in no set order.
SMILES | GAA glycogen | SMN2 splice enh
COc1ccc(NC(=O)CSc2ncc(-c3ccc(Cl)cc3)[nH]2)cc1OC | -11%[76.3 µM] | -19%
COc1ccc(CCNC(=O)CN2C(=O)COc3ccc(S(=O)(=O)N4CCCCCC4)cc32)cc1OC | -2%[76.3 µM] | 12%
COC(=O)c1cc(Cl)ccc1NC(=O)CSc1ncc(S(=O)(=O)c2ccc(Br)cc2)c(=O)[nH]1 | 1%[76.3 µM] | 1%
COc1ccc(N2CCN(Cc3nc4c(c(=O)[nH]c(=O)n4C)n3Cc3ccc(Cl)cc3)CC2)cc1 | -9%[76.3 µM] | 0%

Remaining list, next part.
SMILES | GAA glycogen | SMN2 splice enh
COc1cccc(CNCCSc2nnnn2C)c1OCc1ccc(F)cc1 | 4%[76.3 µM] | -18%
COc1ccccc1CNC(=O)C1CCN(S(=O)(=O)c2c(C)noc2/C=C/c2cccs2)CC1 | 13%[76.3 µM] | -12%
CCn1c(=NC(=O)c2ccc(S(=O)(=O)N3CCCC3)cc2)sc2cc(Br)ccc21 | 8%[76.3 µM] | 7%
Cc1ccc(NC(=O)CN(C)S(=O)(=O)c2ccc3c(c2)n(C)c(=O)c(=O)n3C)c(C)c1 | -2%&8%[76.3 µM] | -1%
O=C(Cn1c(=O)n(CCc2ccccc2)c(=O)c2cccnc21)Nc1ccc(F)cc1 | -1%[76.3 µM] | -2%
CCCCSc1nnc2n(-c3cccc(C)c3)c(=O)c3c4c(sc3n12)CCCC4 | -3%[76.3 µM] | 9%
CCCc1ccc(OCc2ccc(C(=O)Nc3ccccc3C(=O)OC)o2)cc1 | -16%[76.3 µM] | ?
Cc1ccc(NC(=O)CC2Sc3ccccc3NC2=O)c(C)c1 (configuration not stated) | -1%[76.3 µM] | -1%
CCN(CC)CCOC(=O)c1ccc(NC(=O)c2cc3cc(OC)ccc3oc2=O)cc1 | -3%[76.3 µM] | 1%
CCCNC(=O)CCn1nc(-c2ccccc2)c2ccccc2c1=O | 0% | -2%
CCOc1ccc(/C=C/c2nc(C#N)c(NCCCN(C)C)o2)cc1 | ? | 2%
COc1ccccc1NC(=O)C1=C(C)Nc2nc3ccccc3n2C1c1ccccc1Cl (configuration not stated) | -5%[76.3 µM] | 5%
O=C1Nc2c(c(=O)[nH]c(=O)n2-c2ccc(Cl)cc2)C1(NS(=O)(=O)c1ccccc1)C(F)(F)F (configuration not stated) | 10%[76.3 µM] | 21%
COc1ccc(N2CCN(S(=O)(=O)c3c(C)nc4scc(C)n4c3=O)CC2)cc1 | 14%[76.3 µM] | -30%
O=C(c1ccccc1Cl)n1nc(-c2cccnc2)nc1NCc1ccc(F)cc1 | -8%[76.3 µM] | -3%
CCOCCCNC(=O)c1c(NC(=O)c2cc(=O)c3ccccc3o2)sc2c1CCC2 | 10%[76.3 µM] | 8%
COc1ccc(OC)c(S(=O)(=O)Nc2ccc3[nH]c(=O)[nH]c3c2)c1 | -14% | -19%
CC1=Nc2cc(C(=O)NCCc3ccc(Cl)cc3)ccc2Sc2ccc(C)cc21 | 12%[76.3 µM] | -22%
CCc1ccc(-n2c(CCC(=O)O)ccc2-c2ccc(F)cc2)cc1 | 12%[76.3 µM] | -2%
CCCCCCOc1ccc(-c2nc3ccc(Br)cc3c(=O)o2)cc1 | -1%[76.3 µM] | -7%
COc1ccc(-n2c(CCC(=O)O)ccc2-c2ccccc2)c(OC)c1 | -12%[76.3 µM] | 3%
Cc1ccc(NC(=O)C2CCN(C(=O)c3cnn(-c4ccccc4)c3-n3cccc3)CC2)cc1C | 10%[76.3 µM] | -46%[inhibitor]
COc1ccc(Cl)cc1NC(=O)CN(c1cccc(C)c1C)S(C)(=O)=O | -15%[76.3 µM] | -2%
O=C(CSc1oc(-c2ccc(F)cc2)nc1S(=O)(=O)c1ccc(Br)cc1)NC1CCCCC1 | -4%[76.3 µM] | 5%
COc1ccc(NC(=O)CSc2nc3c(oc4ccccc43)c(=O)n2-c2ccc(C)c(C)c2)cc1 | 4%[76.3 µM] | -2%
CCOC(=O)c1ccc(NC(=O)Cc2coc3cc(C)cc(C)c23)cc1 | 8%[76.3 µM] | -14%
CCCOc1cccc(C2c3c(oc4ccc(F)cc4c3=O)C(=O)N2c2nc(C)c(C(C)=O)s2)c1 (configuration not stated) | 15%[76.3 µM] | -4%
Cc1ccc(C(=O)Nc2cccc(O)c2)cc1S(=O)(=O)N1CCCCCC1 | 9%[76.3 µM] | -5%
Cc1ccc(C(=O)Nc2cccc(C(=O)O)c2)cc1S(=O)(=O)N1CCCC1 | -12%[76.3 µM] | 11µM*
Cc1cc(C)n(-c2nc3cc(Cl)c(Cl)cc3nc2Nc2ccc(F)cc2C)n1 | 16%[76.3 µM] | 4%
Cc1oc2c(c(C)cc3oc(=O)c(CC(=O)NCc4ccccc4)c(C)c32)c1C | 9%[76.3 µM] | -2%
Cc1ccc(-c2cc3c(N4CCN(c5cc(C)ccc5C)CC4)nccn3n2)cc1 | 6%[76.3 µM] | 3%
Cc1cccc(CNC(=O)Cn2nc(C)n3c(cc4cc(F)ccc43)c2=O)c1 | 11%[76.3 µM] | 4%
Cc1cccc(C)c1NS(=O)(=O)c1ccc2c(c1)[C@H]1C=CC[C@H]1[C@@H](c1ccc(Cl)cc1)N2 | 12%[76.3 µM] | -6%
CCOc1ccc(NC(=O)CN2C(=O)C(c3ccccc3)=NC23CCC(C)CC3)cc1 (configuration not stated) | -14%[76.3 µM] | -7%
CCOC(=O)c1ccc(N2C(=O)c3[nH]nc(-c4ccc(OCC)cc4)c3C2c2cccs2)cc1 (configuration not stated) | 15%[76.3 µM] | -9%
COc1ccccc1NC(=O)C1=C(C)Nc2nnnn2C1c1cc(Br)c(O)c(OC)c1 (configuration not stated) | -19%[76.3 µM] | 2%
CCS(=O)(=O)c1c(Nc2ccc(F)c(Cl)c2)sc(C(=O)c2ccccc2)c1N | -13%[76.3 µM] | 6%
COc1ccccc1C(=O)Nc1cccc(OCc2cc(=O)n3c(C)csc3n2)c1 | -14%[76.3 µM] | -5%
Cc1nc(CC(=O)Nc2ccc(C)c(C)c2)cs1 | 13%[76.3 µM] | -3%

Compound profiles, as listed above.
Cc1ccc(C(=O)Nc2cccc(C(=O)O)c2)cc1S(=O)(=O)N1CCCC1 is listed as GAA glycogen: -12%[76.3 µM]; SMN2 splice enh: 11µM*
CC(C)c1ccc(C2=NC(c3ccncc3)=Nc3ccc(F)cc3N2)cc1 is listed as GAA glycogen: -3%[76.3 µM]; SMN2 splice enh: -9%

Next part
SMILES | GAA glycogen | SMN2 splice enh
O=C(Nc1ccccc1Cl)c1cc2c(-c3ccccc3)nn(-c3ccccc3)c2s1 | -7%[76.3 µM] | -6%
CCN1CCN(C(=O)c2ccc3c(c2)N(Cc2ccccc2)C(=O)c2ccccc2S3=O)CC1 (configuration not stated) | 8%&-5%[76.3 µM] | -8%
COc1ccc(C)cc1NC(=O)c1nnn(Cc2cccc(Br)c2)c1N | -9%[76.3 µM] | -13%
N#Cc1ccccc1S(=O)(=O)N1CCC(Oc2ccc(-n3cnnn3)cc2)CC1 | 1%[76.3 µM] | 1%
COc1ccc(N(CC(=O)NCCc2ccccc2)S(=O)(=O)c2ccc(OC)c(OC)c2)cc1 | -1%[76.3 µM] | -8%
COCCCNC(=O)CN1C(=O)COc2ccc(S(=O)(=O)N3CCCC3)cc21 | -4%[76.3 µM] | -11%
CCOC(=O)C1CCN(C(=O)Cn2nc(C)n3c(cc4cc(F)ccc43)c2=O)CC1 | -3%&14%[76.3 µM] | 6%
Cn1c2c(c(=O)n(C)c1=O)C(c1ccccc1[N+](=O)[O-])CC(=O)N2 (configuration not stated) | 18%[76.3 µM] | 1%
COc1ccc(N2CC3=C(C2=O)C(c2ccc(O)c(OC)c2)NC(=O)N3C)cc1 (configuration not stated) | ? | -7%
Cc1ccc(C)c(NC(=O)c2nn(C)c3c2CS(=O)(=O)c2ccccc2-3)c1 | 17%[76.3 µM] | 2%
Cc1nc2c3cccnc3nn2c(C)c1CCC(=O)NCc1ccccc1Cl | -16%[76.3 µM] | 7%
Cc1sc2c(c1C)c(=O)n(CCc1ccccc1)c(=O)n2Cc1ccc(F)cc1 | 9%[76.3 µM] | 3%
COc1ccccc1Cn1cc(C(=O)c2ccc(Cl)cc2)c(=O)c2cc3c(cc21)OCCO3 | -9%[76.3 µM] | 8%
Cc1ccc(CNC(=O)C2CCCN(c3nnc(-n4c(C)ccc4C)s3)C2)cc1 (configuration not stated) | -15%[76.3 µM] | -5%
Cc1cccc(NC(=O)Cn2c(=O)n(Cc3ccc4c(c3)OCO4)c(=O)c3ccccc32)c1 | 12%[76.3 µM] | -4%
COc1cccc(-n2c(-c3ccco3)nc3c(cnn3-c3ccc(C)cc3)c2=O)c1 | 0%[76.3 µM] | -35%[inhibitor]
